Source: PubChem
Polio RdRp inh – inhibitors of poliovirus RNA polymerase binding and polymerization | poliovirus polymerase elongation, fluorescence polarization; active compounds read low | % elongation, % (compound at 16.7 µg/mL) | hit rate 0.66% among 150,000 | AID 588519; in the data active = % elongation below about 90%; also: some results filed as inactive read as strong as hits
Target sequence (P03300 1749-2209 limits assumed): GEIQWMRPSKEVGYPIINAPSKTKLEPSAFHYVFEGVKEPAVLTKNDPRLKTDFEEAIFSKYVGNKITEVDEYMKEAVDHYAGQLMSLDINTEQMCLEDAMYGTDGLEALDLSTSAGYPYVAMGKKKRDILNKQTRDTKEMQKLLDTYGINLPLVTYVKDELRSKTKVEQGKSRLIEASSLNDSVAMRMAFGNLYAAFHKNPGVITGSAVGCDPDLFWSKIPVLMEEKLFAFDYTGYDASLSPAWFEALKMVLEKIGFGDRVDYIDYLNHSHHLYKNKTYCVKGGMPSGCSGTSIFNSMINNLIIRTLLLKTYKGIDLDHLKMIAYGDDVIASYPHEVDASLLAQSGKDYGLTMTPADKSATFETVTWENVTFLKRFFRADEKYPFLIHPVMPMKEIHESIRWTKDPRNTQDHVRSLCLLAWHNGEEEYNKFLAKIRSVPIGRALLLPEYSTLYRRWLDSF
Polio RdRp inh FP z-score – second read-out of Polio RdRp inh, no call of its own (marks repeat the call); z-score; measured here: FP z-score; hits read low
* = called active by the depositor. This is a subset (hit frequency here may not be typical).

Results for Cc1nn(CC(=O)NC2C3CC4CC(C3)CC2C4)c(=O)c(C#N)c1C (stereo not given) ?
Polio RdRp inh: 99; Polio RdRp inh FP z-score: -0.4

Results for COc1ccc(NC(=S)c2nc(N3CCCCC3)sc2N)cc1 ?
Polio RdRp inh: 103; Polio RdRp inh FP z-score: 0.1

What do the screens show for `N#CCn1c(=O)n(C2CCCCC2)c(=O)c2ccccc21`?
Polio RdRp inh: 107; Polio RdRp inh FP z-score: 2

How did CCCC12CN3CC(C)(CN(C1)C31CCN(Cc3ccccc3)CC1)C2=O do in these assays?
Polio RdRp inh: 102; Polio RdRp inh FP z-score: 0.2

What do the screens show for `COc1ccc(C)cc1NC(=O)NC1CCCCC1C` (stereo not given)?
Polio RdRp inh: 103; Polio RdRp inh FP z-score: 0.4

How did CC(CCc1ccccc1)NCc1ccco1 (stereo not given) do in these assays?
Polio RdRp inh: 101; Polio RdRp inh FP z-score: -0.3

How did Cc1cc(=O)n(CC(=O)Nc2cccc([N+](=O)[O-])c2)c(-n2nc(C)cc2C)n1 do in these assays?
Polio RdRp inh: 109; Polio RdRp inh FP z-score: 0.5

Results for CC1CCCC(C)N1C(=O)CCC(=O)O (stereo not given) ?
Polio RdRp inh: 98; Polio RdRp inh FP z-score: -0.6

What do the screens show for `COc1cc(SC)ccc1C(=O)Nc1cccc(-c2nncn2C)c1`?
Polio RdRp inh: 102; Polio RdRp inh FP z-score: -0.1

What do the screens show for `O=C(NCc1ccccn1)OCC(F)(F)F`?
Polio RdRp inh: 100; Polio RdRp inh FP z-score: -0.6

How did CCOC(=O)Cc1c(C)[nH]c(C(=O)OCC)c1CC(=O)OCC do in these assays?
Polio RdRp inh: 107; Polio RdRp inh FP z-score: 0.3

Results for O=C(Cn1ncc2c([nH]c3ccccc32)c1=O)Nc1cc(F)ccc1F ?
Polio RdRp inh: 112; Polio RdRp inh FP z-score: 1.3

How did Cc1cccc(NC(=O)c2cccc(N3CCCS3(=O)=O)c2)c1 do in these assays?
Polio RdRp inh: 110; Polio RdRp inh FP z-score: 0.3

What do the screens show for `Cc1cccc(Cn2c(SCc3ccc(C(=O)NCCc4ccccc4)cc3)nc3cccnc32)c1`?
Polio RdRp inh: 100; Polio RdRp inh FP z-score: -1.4

What do the screens show for `c1ccc2c(c1)[nH]c1cncnc12`?
Polio RdRp inh: 101; Polio RdRp inh FP z-score: -0.1

What do the screens show for `CCOC(=O)N1CCc2c(sc3c2c(=O)n(-c2ccc(CC)cc2)c(=O)n3CC(=O)c2ccc(F)cc2)C1`?
Polio RdRp inh: 104; Polio RdRp inh FP z-score: -0.2

How did O=C(O)CSc1n[nH]c(-c2cccs2)n1 do in these assays?
Polio RdRp inh: 102; Polio RdRp inh FP z-score: -0.4

Results for O=S(=O)(c1ccc(Br)s1)N1CCN(c2cccc(C(F)(F)F)c2)CC1 ?
Polio RdRp inh: 107; Polio RdRp inh FP z-score: 0.4

How did CCn1c(C)cc(C(=O)O)c1C do in these assays?
Polio RdRp inh: 99; Polio RdRp inh FP z-score: -0.5

How did NC(=O)CCN1CCCC1C(N)=O (stereo not given) do in these assays?
Polio RdRp inh: 111; Polio RdRp inh FP z-score: 1.1

Part of the list above in order of molecular weight, descending:
What do the screens show for `Cc1cccc(Cn2c(SCc3ccc(C(=O)NCCc4ccccc4)cc3)nc3cccnc32)c1`?
Polio RdRp inh: 100; Polio RdRp inh FP z-score: -1.4

Results for COc1ccc(NC(=S)c2nc(N3CCCCC3)sc2N)cc1 ?
Polio RdRp inh: 103; Polio RdRp inh FP z-score: 0.1

What do the screens show for `N#CCn1c(=O)n(C2CCCCC2)c(=O)c2ccccc21`?
Polio RdRp inh: 107; Polio RdRp inh FP z-score: 2

How did CC(CCc1ccccc1)NCc1ccco1 (stereo not given) do in these assays?
Polio RdRp inh: 101; Polio RdRp inh FP z-score: -0.3

How did CCn1c(C)cc(C(=O)O)c1C do in these assays?
Polio RdRp inh: 99; Polio RdRp inh FP z-score: -0.5

Carrying on:
How did O=C(CCNC(=O)c1ccccc1Cl)NC1=NCCS1 do in these assays?
Polio RdRp inh: 106; Polio RdRp inh FP z-score: 0.5

What do the screens show for `CC1=CC(C)(C)N(C(=O)CN2C(=O)c3ccccc3C2=O)c2ccccc21`?
Polio RdRp inh: 102; Polio RdRp inh FP z-score: 0.2

What do the screens show for `CSc1ccc(CCNC(=O)c2cc3cc(S(=O)(=O)N4CCCCC4)ccc3n2C)cc1`?
Polio RdRp inh: 106; Polio RdRp inh FP z-score: -0.5

What do the screens show for `Cc1nn(-c2ccccc2)c2nc(-c3ccccc3)ccc12`?
Polio RdRp inh: 103; Polio RdRp inh FP z-score: 0

How did CC(C)CCNc1nnnc2c1sc1nc(N3CCOCC3)c3c(c12)CCCC3 do in these assays?
Polio RdRp inh: 102; Polio RdRp inh FP z-score: 0

How did NC(=O)COC(=O)Cc1c(Cl)cccc1Cl do in these assays?
Polio RdRp inh: 99; Polio RdRp inh FP z-score: -0.9

What do the screens show for `CCC(=O)Nc1ccc(C(=O)COc2ncnc3ccccc23)cc1`?
Polio RdRp inh: 101; Polio RdRp inh FP z-score: -0.2

How did CC(=O)Nc1c(Cl)n(C(C)=O)c2ccccc12 do in these assays?
Polio RdRp inh: 99; Polio RdRp inh FP z-score: 0.1

What do the screens show for `CS(=O)(=O)Nc1cccc(C(=O)O)c1`?
Polio RdRp inh: 100; Polio RdRp inh FP z-score: -0.2

How did CCn1c2ccccc2c2cc(/C=C(\C#N)S(=O)(=O)c3ccccc3)ccc21 do in these assays?
Polio RdRp inh: 99; Polio RdRp inh FP z-score: -0.6

Results for CC(=O)N1CCc2cc(S(=O)(=O)CCC(=O)N3CCN(c4ccccc4F)CC3)ccc21 ?
Polio RdRp inh: 110; Polio RdRp inh FP z-score: 0.3

How did Cc1nn(C(=O)c2ccccc2)cc1-c1nsc(Nc2ccccc2)n1 do in these assays?
Polio RdRp inh: 100; Polio RdRp inh FP z-score: -0.4

How did Cc1ccc(N(CC(=O)NCCc2ccccc2)S(=O)(=O)N(C)C)cc1 do in these assays?
Polio RdRp inh: 111; Polio RdRp inh FP z-score: 2.1

Results for O=c1[nH]c(=O)n(-c2ccccc2)[nH]1 ?
Polio RdRp inh: 94; Polio RdRp inh FP z-score: -1.2

Results for CNC(=O)c1cccc(S(=O)(=O)N(C)C)c1 ?
Polio RdRp inh: 100; Polio RdRp inh FP z-score: -1

How did CCNS(=O)(=O)c1ccc(OC)c(C(C)(C)C)c1 do in these assays?
Polio RdRp inh: 100; Polio RdRp inh FP z-score: -1

Results for CCn1cc(S(=O)(=O)c2cc(C)cc(C)c2)c(=O)c2cc(F)c(N3CCOCC3)cc21 ?
Polio RdRp inh: 112; Polio RdRp inh FP z-score: 1.2

What do the screens show for `Cc1ccc(-c2nc(C#N)c(NC3CC3)o2)cc1`?
Polio RdRp inh: 103; Polio RdRp inh FP z-score: 0.9

Results for COc1ccc(-c2noc(-c3ccc(N4CCN(c5ccccc5OC)CC4)c([N+](=O)[O-])c3)n2)cc1 ?
Polio RdRp inh: 110; Polio RdRp inh FP z-score: 0.4

What do the screens show for `Cc1cccc(Nc2nnc(SCC#N)s2)c1`?
Polio RdRp inh: 111; Polio RdRp inh FP z-score: 0.5

What do the screens show for `CC(C)c1ccc(OCCCN2CCCC2)cc1`?
Polio RdRp inh: 102; Polio RdRp inh FP z-score: 0

How did CN(C)c1ccc(-c2nc(-c3cccc(I)c3)cc(=O)o2)cc1 do in these assays?
Polio RdRp inh: 127; Polio RdRp inh FP z-score: 4

How did CN(C)c1ccc(C(=O)NCc2ccc(S(N)(=O)=O)cc2)cc1 do in these assays?
Polio RdRp inh: 101; Polio RdRp inh FP z-score: -0.1

How did CCCCNC(=O)[C@@H](c1ccccc1)N1Cc2ccccc2C1=O do in these assays?
Polio RdRp inh: 107; Polio RdRp inh FP z-score: 0.6

What do the screens show for `O=C(NC(=S)Nc1nncs1)c1ccccc1`?
Polio RdRp inh: 102; Polio RdRp inh FP z-score: -0.1

What do the screens show for `CC(C)OC(=O)c1cc2c(ccn2C)n1CC(=O)N(Cc1ccccc1)c1ccccc1`?
Polio RdRp inh: 104; Polio RdRp inh FP z-score: 0.7

What do the screens show for `S=C1SCN(Cc2ccccc2)CN1Cc1ccccc1`?
Polio RdRp inh: 100; Polio RdRp inh FP z-score: -0.3

What do the screens show for `CNC(=O)COC(=O)c1ccccc1C(=O)c1ccccc1`?
Polio RdRp inh: 101; Polio RdRp inh FP z-score: -0.4

What do the screens show for `CCC(CO)NC(=O)c1ccc(N)cc1` (stereo not given)?
Polio RdRp inh: 101; Polio RdRp inh FP z-score: -0.3

How did COc1cccc(N=Cc2ccc(O)cc2)c1 do in these assays?
Polio RdRp inh: 103; Polio RdRp inh FP z-score: 0

Overlap with the part before: three entries, followed by the next part.
What do the screens show for `CNC(=O)COC(=O)c1ccccc1C(=O)c1ccccc1`?
Polio RdRp inh: 101; Polio RdRp inh FP z-score: -0.4

What do the screens show for `CCC(CO)NC(=O)c1ccc(N)cc1` (stereo not given)?
Polio RdRp inh: 101; Polio RdRp inh FP z-score: -0.3

How did COc1cccc(N=Cc2ccc(O)cc2)c1 do in these assays?
Polio RdRp inh: 103; Polio RdRp inh FP z-score: 0

What do the screens show for `Cn1ccsc1=NC(=O)/C=C/c1ccc(S(=O)(=O)N2CCCCCC2)cc1`?
Polio RdRp inh: 112; Polio RdRp inh FP z-score: 1.2

How did Cc1cc(F)ccc1NC(=O)C1CCCN(c2nnc(-n3c(C)ccc3C)s2)C1 (stereo not given) do in these assays?
Polio RdRp inh: 102; Polio RdRp inh FP z-score: -1.9

How did CCN(C(=O)c1ccc(-n2cnnn2)cc1)C12CC3CC(CC(C3)C1)C2 do in these assays?
Polio RdRp inh: 109; Polio RdRp inh FP z-score: 1.2

How did C#CCSc1nc(-c2ccccc2)cc(-c2ccccc2)c1C#N do in these assays?
Polio RdRp inh: 105; Polio RdRp inh FP z-score: 0

Results for NC(=O)CN1CCN(c2ccccn2)CC1 ?
Polio RdRp inh: 103; Polio RdRp inh FP z-score: 0.5

What do the screens show for `N#CC1(NC(=O)COC(=O)c2nccnc2N)CCCCC1`?
Polio RdRp inh: 104; Polio RdRp inh FP z-score: 0.1

Results for O=C(CN1CCN(C(=O)c2ccccc2)CC1)NCC(F)(F)F ?
Polio RdRp inh: 109; Polio RdRp inh FP z-score: 1.1

How did Cc1cc(N)n(C)c(=O)c1 do in these assays?
Polio RdRp inh: 85; Polio RdRp inh FP z-score: -2.6

Results for O=C1NN=C2C3CC(CC12)C1=NNC(=O)C1C3 (stereo not given) ?
Polio RdRp inh: 98; Polio RdRp inh FP z-score: -0.6

Results for Cc1ccc(CNC(=O)CSc2nc3c(sc4ccccc43)c(=O)n2CCCC(=O)NCCO)cc1 ?
Polio RdRp inh: 107; Polio RdRp inh FP z-score: 0.4

How did Cc1ccc(Nc2cc(C)nc(-c3ccccc3O)n2)cc1 do in these assays?
Polio RdRp inh: 103; Polio RdRp inh FP z-score: 0.2

How did O=C(CN1C(=O)CSc2ccc(S(=O)(=O)N3CCCC3)cc21)NCc1ccc(Cl)cc1 do in these assays?
Polio RdRp inh: 113; Polio RdRp inh FP z-score: -0.2

What do the screens show for `O=C(c1ccccc1)c1ccsc1`?
Polio RdRp inh: 100; Polio RdRp inh FP z-score: 0.1

How did O=C(O)C1Cc2ccccc2CN1C(=O)CSc1nnc(-c2ccncc2)o1 (stereo not given) do in these assays?
Polio RdRp inh: 102; Polio RdRp inh FP z-score: 0

How did O=C(CN1C(=O)c2cccnc2Sc2ccccc21)Nc1cc(F)ccc1F do in these assays?
Polio RdRp inh: 108; Polio RdRp inh FP z-score: 0.4

What do the screens show for `CC(C)NC(=O)c1nn(C)c2c1CS(=O)(=O)c1ccccc1-2`?
Polio RdRp inh: 112; Polio RdRp inh FP z-score: 1

What do the screens show for `CCOc1cccc2sc(N(Cc3cccnc3)C(C)=O)nc12`?
Polio RdRp inh: 107; Polio RdRp inh FP z-score: 0.1

What do the screens show for `COC(=O)c1cn(-c2ccccc2)nc1C(=O)OC`?
Polio RdRp inh: 104; Polio RdRp inh FP z-score: 1

How did CC1=C(c2ccc(C(C)C)cc2)S(=O)(=O)N=C1N1CCN(c2ccc(F)cc2)CC1 do in these assays?
Polio RdRp inh: 108; Polio RdRp inh FP z-score: 0.1

What do the screens show for `Cc1ccc(C(c2nnnn2C2CCCC2)N(C)C2CCCCC2)cc1` (stereo not given)?
Polio RdRp inh: 105; Polio RdRp inh FP z-score: 1.2

Results for CCc1cccc(NC(=O)CN2C(=O)CCc3cc(S(=O)(=O)N4CCOCC4)ccc32)c1 ?
Polio RdRp inh: 110; Polio RdRp inh FP z-score: 0.8

What do the screens show for `CC(C)(C)OC(=O)c1c(F)c(F)c(F)c(F)c1F`?
Polio RdRp inh: 101; Polio RdRp inh FP z-score: 0.5

What do the screens show for `Cc1ccc2c(C)c(C(=O)NCC(c3ccc(Cl)cc3)N3CCOCC3)oc2c1` (stereo not given)?
Polio RdRp inh: 102; Polio RdRp inh FP z-score: -0.2

How did COc1ccc(C(=O)Nc2cc3c(cc2N2CCCC2)n(C)c(=O)c(=O)n3C)cc1OC do in these assays?
Polio RdRp inh: 105; Polio RdRp inh FP z-score: 0

How did Cn1c(=O)c2c(nc(SCC(=O)Nc3ccc(OC(F)(F)F)cc3)n2Cc2cccc(C(F)(F)F)c2)n(C)c1=O do in these assays?
Polio RdRp inh: 105; Polio RdRp inh FP z-score: 0.2

How did CC(NC(=O)NCC1CCCO1)(C(F)(F)F)C(F)(F)F (stereo not given) do in these assays?
Polio RdRp inh: 100; Polio RdRp inh FP z-score: 0.2

What do the screens show for `CCOc1ccc(-c2nc(=S)[nH][nH]2)cc1`?
Polio RdRp inh: 102; Polio RdRp inh FP z-score: -0.2

How did Cc1ccc2c(c1)NC(=O)C(CC(=O)NCCN1CCN(c3cc(Cl)ccc3C)CC1)O2 (stereo not given) do in these assays?
Polio RdRp inh: 104; Polio RdRp inh FP z-score: 1.2
